mIDH1 inhibitor = qHTS for Inhibitors of mutant isocitrate dehydrogenase 1 (IDH1): qHTS; Isocitrate dehydrogenase [NADP] cytoplasmic (Homo sapiens), O75874; IDH1-R132H enzyme, NADPH consumption, diaphorase/resazurin fluorescence; Potency, µM (top dose mostly 76.6 µM), inactives show top-dose activity change, negative = inhibition, usual class: inhibitors; hit rate 0.093% among 390,000; AID 602179, 2012; also: potency is read from the fitted curve at half-maximal effect; % is scaled to controls: 0 for no effect and ±100 for the full control effect; nearly all actives have a fitted effect of over 65% in size
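IDH1-R132H (0.5 ug/mL) preincubated 30 min with compound, then NADPH (0.016 mM) and alpha-KG (2 mM) added; 80 min at RT, pH 7.5. Remaining NADPH coupled via diaphorase/resazurin to fluorescence (540/590 nm); concentration-response curves normalized to no-enzyme control.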
USP1-UAF1 inh = Inhibitors of USP1/UAF1: Primary Screen; Potency, µM (top dose mostly 57.1 µM), without a hit: at the top dose activity change, negative = inhibition, actives largely listed as inhibitors; AID 743255, 2014; hit rate 0.23% among 390,000; recombinant USP1/UAF1, Ub-Rhodamine cleavage fluorescence; also: potency is read from the fitted curve at half-maximal effect; % is scaled to controls: 0 for no effect and ±100 for the full control effect; nearly all actives have a fitted effect of over 60% in size; inactives centre near -12
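In this screen, compounds sit with the deubiquitinase complex (1nM) for 15 min at room temperature before Ub-Rho is added at 150nM final. Fluorescence rise is then followed for 6 reads every 60 seconds.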
D2 antag = HTS Assay for Allosteric Antagonists of the Human D2 Dopamine Receptor: Primary Screen for Antagonists. HEK293 TREx D2 cells, calcium flux, dopamine EC80. inhibition, % at 10 µM. hit rate 2% among 340,000. AID 485344, 2010; in the data active = inhibition above about 30%; also: 0% is about no effect
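Cells plated overnight at 30 C with tetracycline; no-wash calcium dye, 30–90 min RT; 10 s baseline; compound pinned; 180 s read; EC80 dopamine added; another 180 s read.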
TrxR1 substrate = qHTS Assay for Substrates of Mammalian Selenoprotein Thioredoxin Reductase 1 (TrxR1): qHTS; Thioredoxin reductase 1, cytoplasmic (Rattus norvegicus), O89049; purified TrxR1 substrate turnover, NADPH consumption readout; Potency, µM (series often up to 114 µM), without a hit: top-dose activity change, negative = substrate turnover; hit rate 0.01% among 390,000; also: potency is read from the fitted curve at half-maximal effect; % is scaled to controls: 0 for no effect and ±100 for the full control effect; nearly all actives have a fitted effect of over 50% in size
Target sequence (O89049 whole entry, looked up): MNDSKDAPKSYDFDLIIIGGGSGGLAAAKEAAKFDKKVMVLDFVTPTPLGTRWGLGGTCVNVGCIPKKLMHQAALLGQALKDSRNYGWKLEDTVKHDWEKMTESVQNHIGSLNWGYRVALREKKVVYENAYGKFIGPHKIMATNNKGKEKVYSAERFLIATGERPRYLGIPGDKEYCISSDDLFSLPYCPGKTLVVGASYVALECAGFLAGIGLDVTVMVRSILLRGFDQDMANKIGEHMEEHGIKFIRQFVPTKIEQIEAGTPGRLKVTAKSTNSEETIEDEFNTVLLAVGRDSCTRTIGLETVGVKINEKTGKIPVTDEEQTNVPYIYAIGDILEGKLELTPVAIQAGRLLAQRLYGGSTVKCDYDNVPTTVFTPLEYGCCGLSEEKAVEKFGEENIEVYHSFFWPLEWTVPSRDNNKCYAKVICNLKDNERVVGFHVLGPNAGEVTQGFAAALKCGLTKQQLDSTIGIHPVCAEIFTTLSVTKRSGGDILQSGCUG
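Rat TrxR1, dispensed at 90 nM, was prereduced with 400 uM NADPH (final) for 5 min at ~22 deg C, then incubated with compound 15 min before 400 uM selenite. A first-read NADPH fluorescence drop versus no-compound background flagged substrates.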
TRHR ag = qHTS for Small Molecule Agonists and Allosteric Enhancers of Human TRH Receptor: Primary Screen for Agonists. hit rate 0.18% among 360,000. Thyrotropin-releasing hormone receptor (Homo sapiens), P34981. activation, % at 2 µM. TRHR cells, calcium flux fluo-8, FDSS agonist mode; in the data active = activation above about 30%; also: 0% is about no effect
Target sequence (P34981 whole entry, looked up): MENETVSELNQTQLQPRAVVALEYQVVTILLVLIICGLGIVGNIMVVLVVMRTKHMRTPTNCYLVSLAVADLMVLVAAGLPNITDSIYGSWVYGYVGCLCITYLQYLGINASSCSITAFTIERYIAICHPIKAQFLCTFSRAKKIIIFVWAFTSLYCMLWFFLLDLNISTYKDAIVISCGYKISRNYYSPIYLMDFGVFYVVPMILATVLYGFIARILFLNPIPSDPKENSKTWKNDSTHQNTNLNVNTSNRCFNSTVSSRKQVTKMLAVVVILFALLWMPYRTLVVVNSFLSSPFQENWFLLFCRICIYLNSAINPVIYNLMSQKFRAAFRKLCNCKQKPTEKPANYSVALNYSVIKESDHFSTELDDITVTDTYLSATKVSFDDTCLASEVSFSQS
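TRHR-expressing cells, plated overnight in medium with 10% serum, were loaded with fluo-8 calcium dye at room temperature. After a 10 s baseline, library compound was pin-added and calcium release was recorded kinetically (ex 480/em 530) as agonist response.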
Pin1 inhibitor = qHTS Assay to Find Inhibitors of Pin1. Peptidyl-prolyl cis-trans isomerase NIMA-interacting 1 (Homo sapiens), Q13526. Potency, µM (titrated, usually from 115 µM), for the others: top-dose activity, negative = inhibition, actives largely listed as inhibitors. hit rate 0.009% among 390,000. Pin1 FP peptide displacement, HiFluor488, 10 min; active = well fitted inhibition curve with a large enough effect in the polarisation, with a control signal flat, not every such curve was filed as active; inconclusive = small, poorly fitted or top-dose-only effect, or effect the other way, or a change in a side signal; inactive = no such curve, though single readings can be large or run the other way; the % refers to the polarisation; also: potency is read from the fitted curve at half-maximal effect; % is scaled to controls: 0 for no effect and ±100 for the full control effect
Target sequence (Q13526 whole entry, looked up): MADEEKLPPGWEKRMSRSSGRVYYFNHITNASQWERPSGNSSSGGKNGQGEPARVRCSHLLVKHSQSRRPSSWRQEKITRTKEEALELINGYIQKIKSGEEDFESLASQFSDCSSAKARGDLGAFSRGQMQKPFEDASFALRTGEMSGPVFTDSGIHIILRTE
TrxR1 inh = qHTS Assay for Inhibitors of Mammalian Selenoprotein Thioredoxin Reductase 1 (TrxR1): qHTS | recombinant rTrxR1, NADPH fluorescence consumption, selenite substrate | Potency, µM (highest dose often 114 µM), inactives show at the top dose activity change, negative = inhibition, hits mostly inhibitors | hit rate 1% among 390,000 | Thioredoxin reductase 1, cytoplasmic (Rattus norvegicus), O89049; also: potency is read from the fitted curve at half-maximal effect; % is scaled to controls: 0 for no effect and ±100 for the full control effect; nearly all actives have a fitted effect of over 65% in size
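Rat TrxR1 (90 nM in the dispensed reagent) was pre-reduced with 400 uM NADPH for 5 min at room temperature, then incubated with compound for 15 min. After 400 uM selenite was added, NADPH fluorescence (Ex 340/Em 450 nm) was followed for 8 min.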
TRHR PAM = qHTS for Small Molecule Agonists and Allosteric Enhancers of Human TRH Receptor: Primary Screen for Enhancers; Thyrotropin-releasing hormone receptor (Homo sapiens), P34981; TRHR cells, fluo-8 calcium fluorescence, EC20 TRH enhancement; enhancement, % at 2 µM; hit rate 0.66% among 360,000; in the data active = enhancement above about 30%; also: 0% is about no effect
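TRHR-expressing cells loaded with fluo-8 calcium dye were read kinetically (ex 480/em 530) during compound addition, then stimulated with an EC20 of TRH (10 nM final). Enhancement of the Gq-mediated intracellular calcium response was scored.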
D2 agonist = HTS Assay for Allosteric Agonists of the Human D2 Dopamine Receptor: Primary Screen for Agonists | D(2) dopamine receptor (Homo sapiens), P14416 | HEK293 T-REx D2 cells, calcium flux agonist mode | activation, % at 2 µM | hit rate 0.53% among 340,000 | AID 485358, 2010;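 active = activation over 3 SD above normal in the single-dose calcium agonist read, cut at about 30% in these data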; also: 0% is about no effect
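Calcium-flux readout, 1 cycle/sec over 180 s following compound pin transfer, in inducible HEK293 Trex D2 cells (force-coupled); dopamine controls included. Positive calcium responses during this window marked compounds as potential agonists.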
* hit, by the source's call; u = inconclusive; x = no result given; [ ] = remark or other dose. Unless noted, calls follow the shape of the dose curve; as a rule, active = well fitted inhibition curve with a large enough effect; inconclusive = small, poorly fitted or top-dose-only effect; inactive = no such curve, though single readings can be large or run the other way.

SMILES | mIDH1 inhibitor | USP1-UAF1 inh | D2 antag | TrxR1 substrate | TRHR ag | Pin1 inhibitor | TrxR1 inh | TRHR PAM | D2 agonist
COc1ccccc1OCC(=O)NNC(=O)CSC(=S)N1CCCC1 | -10% | -6% | -30 | -5% | 0.1 | 1% | 8% | -5 | 0.5
CSc1ncccc1C(=O)OCc1ccc(C#N)cc1 | 5% | -2% | 5 | 10% | -1.7 | -7% | -2% | -10 | 0.9
CCCN(CCC)CCCNC(=O)c1cc2c(-c3ccc(Cl)cc3)nn(C)c2s1 | 11% | 3% | x | 41%[activator] | 7.0 | u | 5% | -6 | -0.8
O=C(Cc1csc(Nc2nc(=S)[nH]c3ccccc23)n1)NCCCN1CCN(c2ccccc2F)CC1 | -2% | -1% | 67* | 8%[57.1 µM] | -0.4 | 24% | 34%[57.1 µM] | -5 | 47*
O=C(COc1ccccc1Cl)NC(=O)NC1CCCCC1 | -5% | -6% | -1 | -6% | -0.2 | 7% | 5% | -8 | 0.5
Cc1ccccc1NS(=O)(=O)c1cccc(C(=O)Nc2cccc(C(=O)O)c2)c1 | 0% | -21% | 14 | 2% | 0.2 | -10% | 18% | -3 | -0.1
O=C1CCC(=O)N1c1ccc(S(=O)(=O)N2CCCC2)cc1 | 12% | -13% | -13 | 8% | 0.0 | 4% | 21% | -4 | -0.5
C=CCN(CC=C)C(=O)c1ccc2nc(Cc3ccc(OC)c(OC)c3)oc2c1 | 8% | -11% | 11 | 6% | -0.1 | -3% | 14% | -7 | 1.0
Fc1ccc(Cc2cn3cc(-c4ccccc4)nc3s2)cc1 | 0% | -17% | x | 6% | 1.6 | -12% | 21% | 11 | 2.5
CC(=O)c1sc(NC(=O)CSC(C)C(=O)Nc2cc(C)on2)nc1-c1ccccc1 (configuration not stated) | 4% | -16% | -14 | -8% | 0.1 | 0% | -10% | 3 | -0.6
Cc1ccc2nc(NC(=O)C3CCN(S(=O)(=O)c4cccnc4)CC3)sc2c1 | -2% | -15% | 11 | -9% | 0.4 | 8% | 11% | -2 | 1.4
COc1ccccc1CNCc1cc(Br)ccc1OC | 7% | -7% | 1 | 11%[57.1 µM] | 2.2 | -8% | u | -6 | -0.4
CN(C(=O)c1cccc(NC(=O)Cc2cccc(NC(=O)C3CCN(C(=O)c4ccccc4)CC3)c2)c1)C1CC1 | -10% | -28% | x | 4% | x | 11% | 12% | x | x
N#C/C(=C\c1ccc(Br)s1)C(=O)N1CCN(c2ccccc2)CC1 | 1% | -18% | 13 | 3% | -2.0 | 0% | 7% | -7 | -1.0
Cc1cccc(Nc2nc(CC(=O)O)cs2)c1 | 15% | -19% | -17 | 4% | -0.5 | u | 7% | -2 | 0.2
CCn1cc(C(=O)OCC(=O)Nc2cc(C)cc(C)c2)c(=O)c2ccc(C)nc21 | 0% | -22% | x | 2% | 0.3 | -6% | 16% | 22 | 0.4
O=c1c2[nH]c3ccc(F)cc3c2ncn1C1CCCCC1 | 9% | -28% | 0 | 15% | -0.7 | -1% | 12% | 1 | 0.3
Cc1noc(C)c1NC(=O)N(C)C[C@H]1Oc2ccc(NS(=O)(=O)c3ccc(F)cc3)cc2C(=O)N([C@H](C)CO)C[C@@H]1C | -2% | -21% | x | -2% | x | -3% | -2% | x | x
O=C(Cc1cccc([N+](=O)[O-])c1)NCc1nc2cccnc2n1Cc1ccc(F)cc1 | -15% | -11% | x | 5%[57.1 µM] | -1.0 | -1% | 18%[57.1 µM] | -4 | -3.2
CC1CCN(S(=O)(=O)c2ccc3c(c2)CCC(=O)N3CC(=O)Nc2cccc(C#N)c2)CC1 | -15% | 8% | x | 0%[57.1 µM] | 0.2 | u | 10%[57.1 µM] | 3 | -1.0
CCCCC(=O)OCc1c(-c2cccc(OC)c2)ncc2ccccc12 | 5% | u | 25 | -5% | -0.7 | 7% | -13% | 4 | -0.8
Cc1nnc(N/N=C/c2ccc([N+](=O)[O-])cc2)n1N | 18% | -15% | -10 | -5%[57.1 µM] | -0.7 | 0% | 1%[57.1 µM] | -2 | 0.0
COc1ccc(C)cc1NS(=O)(=O)c1ccc2[nH]c(=O)c(=O)[nH]c2c1 | -1% | -6% | x | -7% | 1.0 | 2% | -2% | 13 | 0.5
Cc1ccnc(NC(=O)c2ccc([N+](=O)[O-])o2)c1 | 1% | -3% | 11 | 2%[57.1 µM] | 0.0 | u | -22%[57.1 µM] | 2 | 0.3
COc1ccccc1NS(=O)(=O)c1cccc(C(=O)NN=C2CCCCCC2)c1 | 4% | 6% | -2 | 4% | 0.0 | 8% | 16%[11.4 µM] | 16 | 2.2
SMILES | mIDH1 inhibitor | USP1-UAF1 inh | D2 antag | TrxR1 substrate | TRHR ag | Pin1 inhibitor | TrxR1 inh | TRHR PAM | D2 agonist
CCCCCCn1c(NCC)nc2c1c(=O)[nH]c(=O)n2C | -1% | -19% | -3 | -2% | -0.6 | 1% | 1% | -3 | -0.4
Cc1ccc(N2CCN(Cc3ccccc3)CC2=O)c(C)c1 | 0% | -3% | x | -4% | -0.5 | -1% | 3% | -4 | x
Nc1ccc(C(=O)N/N=C/c2cn(Cc3ccc(F)cc3)c3ccccc23)cc1 | 0% | -16% | -12 | -1% | -0.2 | -8% | 2% | 2 | 0.0
CC(C)OCCCNC(=O)c1sc(=S)n(C)c1N | 10% | -14% | x | 2% | -0.2 | u | 13% | 0 | x
Cc1oc(-c2ccc(Cl)cc2)nc1CSCC(=O)NCCCN1CCOCC1 | 11% | -7% | -7 | 9% | -0.1 | -1% | -9% | 3 | 0.3
Cn1c(=O)oc2cc(S(=O)(=O)NCc3ccccn3)ccc21 | 3% | -26% | 15 | 7%[57.1 µM] | -0.3 | 1% | 3%[57.1 µM] | 0 | 0.3
CCOC(=O)C1C(=O)CC(C)(O)C(C(=O)OCC)C1c1cc(Br)ccc1OC (configuration not stated) | 10% | -23% | -5 | 2% | -1.3 | -8% | 9% | -4 | -0.3
O=C(O)CCC(=O)NNC(=O)COc1ccc2ccccc2c1Br | 16% | -11% | 19 | -1%[57.1 µM] | 0.3 | 2% | 10%[57.1 µM] | -3 | 0.6
O=C(Nc1ccc(N2CCN(Cc3ccccc3F)CC2)cc1)c1ccccc1[N+](=O)[O-] | 2% | u | 5 | -19%[57.1 µM] | -0.1 | -9% | 21%[57.1 µM] | -3 | 1.0
CCOc1ccc(-c2nnc(SCC(=O)NCc3ccc(Cl)cc3)o2)cc1 | 11% | -1% | x | -2% | 0.3 | 10% | 50µM* | -1 | -1.6
COc1ccc(NC(=O)C(=O)NCC2CCCN2S(=O)(=O)c2cc(C)ccc2C)cc1 (configuration not stated) | 4% | -12% | 0 | -4% | -0.5 | 15% | -2% | -4 | -0.5
Cc1ccc(NC2CCCCC2NS(=O)(=O)c2ccc(Cl)cc2)cc1 (configuration not stated) | 13% | -14% | -1 | -2% | -0.3 | 3% | 14% | -3 | 0.1
CCOc1ccc(NC(=S)Nc2ccc(OCc3ccccc3)cc2)cc1 | -2% | -9% | 6 | 1% | 0.3 | -2% | 10% | 1 | 24
N#CCCN(C(=O)COC(=O)CCc1nc2ccccc2c(=O)[nH]1)c1ccc(F)cc1 | 1% | 2% | 9 | 3% | -0.2 | -4% | 26% | 2 | -0.1
O=C(CSc1nnc(Cc2ccccc2)n1Cc1ccccc1)NCc1ccco1 | 1% | -18% | 12 | 3% | -0.3 | 4% | 8%[57.1 µM] | -1 | 0.3
NC(=O)C1CCN(C(=O)Cc2ccsc2)CC1 | -2% | -15% | 19 | -1% | 2.6 | -4% | 6% | -5 | 1.4

Some of the entries above in a different format.
SMILES,mIDH1 inhibitor,USP1-UAF1 inh,D2 antag,TrxR1 substrate,TRHR ag,Pin1 inhibitor,TrxR1 inh,TRHR PAM,D2 agonist
O=C(O)CCC(=O)NNC(=O)COc1ccc2ccccc2c1Br,16%,-11%,19,-1%[57.1 µM],0.3,2%,10%[57.1 µM],-3,0.6
O=C(Nc1ccc(N2CCN(Cc3ccccc3F)CC2)cc1)c1ccccc1[N+](=O)[O-],2%,u,5,-19%[57.1 µM],-0.1,-9%,21%[57.1 µM],-3,1.0
CCOc1ccc(-c2nnc(SCC(=O)NCc3ccc(Cl)cc3)o2)cc1,11%,-1%,x,-2%,0.3,10%,50µM*,-1,-1.6
COc1ccc(NC(=O)C(=O)NCC2CCCN2S(=O)(=O)c2cc(C)ccc2C)cc1 (configuration not stated),4%,-12%,0,-4%,-0.5,15%,-2%,-4,-0.5
Cc1ccc(NC2CCCCC2NS(=O)(=O)c2ccc(Cl)cc2)cc1 (configuration not stated),13%,-14%,-1,-2%,-0.3,3%,14%,-3,0.1
CCOc1ccc(NC(=S)Nc2ccc(OCc3ccccc3)cc2)cc1,-2%,-9%,6,1%,0.3,-2%,10%,1,24
N#CCCN(C(=O)COC(=O)CCc1nc2ccccc2c(=O)[nH]1)c1ccc(F)cc1,1%,2%,9,3%,-0.2,-4%,26%,2,-0.1

A portion of the library (hit frequency here may not be typical).
